PI5P4Ka inh: qHTS for Inhibitors of phosphatidylinositol 5-phosphate 4-kinase (PI5P4K); Phosphatidylinositol 5-phosphate 4-kinase type-2 alpha (Homo sapiens), P48426; PI5P4Kalpha enzyme, ADP-Glo luminescence, 60 min; stronger effect = lower value; max response, %; 330,000 tested, 1.2% active; AID 652105, 2013; active means max response of -50% or lower; inconclusive means between -30% and -50%; inactive means -30% or higher; further: value at the top dose of about 77 µM; on the % scale 0 is the no-effect control and ±100 the full control effect
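Luminescence from ADP-Glo served as readout of PI5P4Kalpha activity in a qHTS format. Reaction: enzyme, substrate, compound, ATP at 5 microM final, 60 min at RT.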
PLK1 PBD block: qHTS for Inhibitors of PLK1-PDB (polo-like kinase 1 - polo-box domain): Primary Screen; Serine/threonine-protein kinase PLK1 (Homo sapiens), P53350; Plk1 PBD binding of FITC phosphopeptide, fluorescence polarization; Potency, µM, inactives show max response, negative = inhibition, most hits filed as inhibitors; 360,000 tested, 2.8% active; AID 720504, 2013; further: potency means the concentration at half of the fitted maximal effect; series mostly up to about 57 µM; on the % scale 0 is the no-effect control and ±100 the full control effect; nearly all actives have a fitted effect of over 65% in size
Target sequence (P53350 whole entry, looked up, the tested form may be a part): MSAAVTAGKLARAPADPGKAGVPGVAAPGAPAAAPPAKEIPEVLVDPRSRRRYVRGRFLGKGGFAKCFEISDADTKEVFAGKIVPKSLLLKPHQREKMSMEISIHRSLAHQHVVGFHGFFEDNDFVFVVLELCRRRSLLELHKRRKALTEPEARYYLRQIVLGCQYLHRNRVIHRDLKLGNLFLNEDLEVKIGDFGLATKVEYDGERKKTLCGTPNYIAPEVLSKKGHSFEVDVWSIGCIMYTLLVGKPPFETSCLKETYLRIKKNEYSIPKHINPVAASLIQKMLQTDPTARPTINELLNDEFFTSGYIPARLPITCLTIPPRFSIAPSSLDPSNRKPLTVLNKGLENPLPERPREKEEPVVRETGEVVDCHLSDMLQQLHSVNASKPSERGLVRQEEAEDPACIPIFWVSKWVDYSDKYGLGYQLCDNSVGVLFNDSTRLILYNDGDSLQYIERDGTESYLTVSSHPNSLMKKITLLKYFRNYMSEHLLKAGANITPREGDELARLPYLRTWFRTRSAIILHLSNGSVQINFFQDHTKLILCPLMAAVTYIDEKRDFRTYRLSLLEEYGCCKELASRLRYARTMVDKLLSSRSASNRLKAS
EPAC1 agonist: qHTS for Agonist of cAMP-regulated guanine nucleotide exchange factor 3 (EPAC1): primary screen | Rap guanine nucleotide exchange factor 3 (Homo sapiens), O95398 | EPAC1 agonist qHTS, biochemical assay; response scale: 100% = response to 6.5 mM cAMP | Potency, µM (doses to about 154 µM), for the others: at the top dose activation, hits mostly activators | 360,000 tested, 0.073% active; further: potency means the concentration at half of the fitted maximal effect; nearly all actives have a fitted effect of over 60% in size
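Read-out is the fluorescence drop as BODIPY-GDP leaves Rap1B (480 nm excitation, 540 nm emission), recorded every 5 minutes over 30 minutes. Reactions held 100 nM EPAC1, 250 nM Rap1B–BODIPY-GDP and 50 uM GDP, with 6.5 mM cAMP setting full activation.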
PTHR1 agonist: qHTS for PTHR1 Agonists: Primary Screen; Parathyroid hormone/parathyroid hormone-related peptide receptor (Homo sapiens), Q03431; HEK293 GP2 PTHR1 cells, GloSensor cAMP luminescence, 1 h; Potency, µM (series often up to 115 µM), inactives show top-dose activation, hits mostly activators; 410,000 tested, 0.075% active; further: potency means the concentration at half of the fitted maximal effect; nearly all actives have a fitted effect of over 55% in size; some results filed as inactive show a strong effect at the top dose; inactives centre near -15; many of its hits are not listed in these tables
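HEK-293-derived GP2 cells expressing PTHR1 and a GloSensor cAMP reporter, 3,000/well, plated overnight, given luciferin plus IBMX (each 0.5 mM as added) for 1 h at 37 °C, then compound for 1 h at 37 °C. Luminescence was read after 15 min at room temperature.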
EPAC1 antagonist: qHTS for Antagonist of cAMP-regulated guanine nucleotide exchange factor 3 (EPAC1): primary screen; EPAC1 GEF assay, Rap1b-BODIPY-GDP exchange fluorescence; Potency, µM (doses to about 115 µM), for inactives: at the top dose activity change, negative = inhibition, actives largely listed as inhibitors; AID 720709, 2013; 360,000 tested, 0.14% active; Rap guanine nucleotide exchange factor 3 (Homo sapiens), O95398;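 further: potency means the concentration at half of the fitted maximal effect; plate controls were vehicle for no effect and positive control for full effect; nearly all actives have a fitted effect of over 50% in size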
IL-2 act: qHTS of IL-2 Activators. IL-2 activation reporter assay, cell-based qHTS; stimulated with anti-CD3/CD4/CD28 beads; in transgenic mouse T cells. activation, % (series mostly up to about 46 µM). 360,000 tested, 0.065% active; in the data active means activation above about 50%; inconclusive means mostly about 30% to 49%; further: 0% is about no effect
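Unstimulated transgenic mouse T cells; 60-min compound exposure; bead-based TCR/CD4/CD28 stimulation; 18 h culture, 37 degrees C; dual fluorescence (EGFP, DsRed) plate cytometry.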
GLP1R cytotox: qHTS of GLP-1 Receptor Inverse Agonists: Cytotox Screen. HEK293 cAMP-luciferase reporter cells, luminescence, 24 h. Potency, µM (series often up to 38.3 µM), inactives show at the highest dose activity change, negative = inhibition, most hits filed as inhibitors. 410,000 tested, 0.13% active;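 further: loss of luciferase light is scored as toxicity; potency means the concentration at half of the fitted maximal effect; on the % scale 0 is the no-effect control and ±100 the full control effect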
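Step one: seed cells (200 cells/uL, DMEM with 10% Nu serum, 1% pen-strep). Step two: 12-hour incubation at 37 deg C. Step three: pin 23 nL compound, incubate 24 hr. Step four: add luciferase reagent, read luminescence 12 min later.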
GLP1R ag: qHTS of GLP-1 Receptor Agonists | AID 624172, 2012 | 380,000 tested, 0.007% active | Potency, µM (top dose mostly 45.6 µM), without a hit: top-dose activation, actives largely listed as activators | HEK293 GLP-1R CRE-luciferase, luminescence, 4-6 h; cells express a hypersensitive GLP-1R form | Glucagon-like peptide 1 receptor (Homo sapiens), P43220; further: potency means the concentration at half of the fitted maximal effect; % of control where 0% means no effect
Target sequence (P43220 whole entry, looked up): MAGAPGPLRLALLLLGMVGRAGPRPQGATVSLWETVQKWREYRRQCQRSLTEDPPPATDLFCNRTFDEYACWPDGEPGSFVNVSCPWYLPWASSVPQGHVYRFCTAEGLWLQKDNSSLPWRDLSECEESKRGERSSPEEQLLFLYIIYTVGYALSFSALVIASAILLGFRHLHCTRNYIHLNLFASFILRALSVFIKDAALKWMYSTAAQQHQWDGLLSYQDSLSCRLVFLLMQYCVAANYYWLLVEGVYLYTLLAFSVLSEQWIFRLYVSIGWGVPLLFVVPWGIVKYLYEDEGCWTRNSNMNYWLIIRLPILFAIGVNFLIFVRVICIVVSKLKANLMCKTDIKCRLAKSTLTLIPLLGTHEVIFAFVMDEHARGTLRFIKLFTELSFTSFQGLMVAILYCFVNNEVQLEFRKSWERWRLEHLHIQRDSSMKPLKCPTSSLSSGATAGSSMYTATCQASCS
GLP-1R inv ag: qHTS of GLP-1 Receptor Inverse Agonists (Inhibition Mode) | Glucagon-like peptide 1 receptor (Homo sapiens), P43220 | AID 624417, 2012 | 410,000 tested, 1.6% active | HEK293 GLP-1R CRE-luciferase, luminescence, 24 h; GLP-1R form is constitutively active | Potency, µM (highest dose often 38.3 µM), without a hit: at the highest dose activity change, negative = inhibition, usual class: inhibitors; further: potency means the concentration at half of the fitted maximal effect; on the % scale 0 is the no-effect control and ±100 the full control effect; nearly all actives have a fitted effect of over 55% in size
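Inverse agonism was detected as reduced cAMP-driven luciferase luminescence after 24 h compound treatment. The cells were HEK293 clones expressing constitutively active human GLP-1R with the reporter. Reporter-only and GPR119 cell lines served as counterscreen controls.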
The depositor's hits bear a star; i = inactive; ? = inconclusive; nt = no result given; [ ] = remark or other dose. Unless noted, the call rests on the fitted dose curve; in most records, active means well fitted curve in the direction sought with a large enough effect; inconclusive means small, poorly fitted or top-dose-only effect, or another doubt; inactive means no such curve, though single readings can be large; an effect the other way counts as inactive or inconclusive. The list is partial (hit frequency here may not be typical).

canonical_smiles	IL-2 act	EPAC1 agonist	GLP-1R inv ag	GLP1R cytotox	PLK1 PBD block	PI5P4Ka inh	PTHR1 agonist	EPAC1 antagonist	GLP1R ag
Cc1ccc(-n2ncc3c2ncn2nc(-c4ccco4)nc32)c(C)c1	0.0	0%	8%	-5%	-9%	2	-26%[57.5 µM]	-24%	?
CCOC(=O)c1ccc(NCc2cccnc2)cc1	1.6	-21%	3%	-30%	1%	3	-4%	8%	9%
CCn1c(=O)cc(SCC(=O)Nc2ccc(C)cn2)c2ccccc21	-1.1	1%	-7%	-27%	-6%	0	i	-2%	17%
N#CCCN(Cc1ccccc1)C(=O)Nc1ccc(F)cc1	-2.0	0%	-4%	23%	2%	-5	i	17%	2%
Cc1cccc(NC(=O)C2CCCN(S(=O)(=O)c3cccc4cccnc34)C2)c1 (stereo not drawn)	-3.3	4%	-23%	-18%	-18%	3	5%	?	1%
COc1cc(OC)c(C2CC(=O)Nc3ccc4ccccc4c32)cc1OC (stereo not drawn)	nt	nt	?	-5%	nt	nt	-6%	nt	1%
CCCn1c2c(c(O)c(C(=O)Nc3ccc(OCC)cc3)c1=O)CCCC2	-1.4	8%	0%	-1%	0%	8	-12%	-2%	-14%
N#Cc1c(C#N)c(O)c2ccccc2c1O	0.9	-2%	15%	-8%	13µM*	-20	i	-19%	-6%
COc1cccc(SCc2noc(C(=O)NCCCN3CCOCC3)c2C(=O)NCCCN2CCOCC2)c1	-1.3	-21%	11%	13%	-17%	-7	-30%	-5%	0%
CC(=O)c1cccc(CN2CCCC(CCC(=O)NCc3ccc(C)o3)C2)c1 (stereo not drawn)	-4.5	1%	-7%	4%	?	-18	i	-15%	6%
Cc1ccc(C(=O)NNC2=NC(C)(C)Cc3ccccc32)cc1	-0.3	5%	-28%	7%	-6%	-4	-23%	?	4%
COc1ccc(-c2nnc(SCC(=O)NC(=O)NCc3ccccc3)o2)cc1	0.1	0%	2%	3%	1%	2	0%[57.5 µM]	-10%	-2%
COc1cccc(CN2CC(C(=O)N(C)CCc3ccccc3)CCC2=O)c1 (stereo not drawn)	-1.9	-1%	4%	4%	2%	1	i	5%	-5%
COc1ccccc1N(CC(=O)NCc1ccc(F)cc1)C(=O)CCC(=O)Nc1nccs1	-0.4	4%	-5%	-10%	-7%	8	-8%	-28%	9%
COc1ccc(OC)c(NC(=O)C2(C)CCN2C(=O)C(C)(C)c2ccccc2)c1 (stereo not drawn)	-0.8	-6%	?	5%	10%	0	-71%[inhibitor]	-15%	11%
COc1cccc(CNC(=O)Cc2nc3nc(C)cc(C)n3n2)c1	-4.4	-5%	6%	0%	-2%	-1	i	1%	2%
COc1ccc(/C=N/NC(=O)c2cc3c(ccc4ccccc43)o2)c(OC)c1	-2.4	-12%	-28%	1%	-2%	-5	i	1%	-3%
O=C(Nc1cccc(Cl)c1)c1csc([C@@H]2O[C@H](CO)[C@H](O)[C@H](O)[C@H]2O)n1	0.4	2%	18%	8%	-9%	0	-7%	-1%	-2%
O=C(Nc1nccs1)c1ccc2sc([C@H]3C[C@H](O)[C@@H](CO)O3)nc2c1	0.0	12%	-3%	-7%	-2%	-3	i	-7%	-7%
COc1nccnc1NS(=O)(=O)c1ccc(NC(=S)NC(=O)/C=C/c2ccccc2)cc1	-3.2	1%	3%	14%	30µM*	-11	-87%	?	0%
Cc1cc(C)cc(NC(=S)N2CCN(S(C)(=O)=O)CC2)c1	-0.3	8%	0%	7%	-15%	-4	i	-2%	-11%
CCOc1ccc2nnnn2n1	-2.0	2%	25%	1%	0%	0	i	8%	-9%
CCN1CCN(CCC(=O)Nc2cccc(C)c2)CC1	0.5	4%	5%	-1%	-20%	1	i	-5%	-4%
CN(Cc1ccccc1)C(=O)c1nc[nH]c1C(=O)N1CCc2ccccc2C1	1.5	19%	0%	?	-6%	-1	-12%	3%	-5%
O=C(Cc1ccccc1)NC(=S)Nc1ccc2oc(-c3ccccc3F)nc2c1	1.0	2%	0%	-11%	-3%	7	6%	2%	8%
COc1cccc(Nc2nc(CC(C)=O)ns2)c1	3.7	-2%	-1%	-1%	-2%	0	i	2%	13%
C[C@H](CO)N1C[C@H](C)[C@@H](CN(C)S(C)(=O)=O)Oc2c(NC(=O)c3ccncc3)cccc2C1=O	-0.4	14%	-2%	5%	-15%	8	-19%	-2%	-2%
C[C@@H]1CN([C@@H](C)CO)C(=O)c2cc(NC(=O)C3CCCCC3)ccc2O[C@@H](C)CCCCO[C@@H]1CN(C)C(=O)CCCN(C)C	-1.8	20%	7%	4%	-8%	9	-23%	5%	21%
CSCCNC(=O)c1cccc(Cl)c1	-4.0	9%	0%	4%	2%	-4	i	-28%	-3%
Cc1ccccc1C(=O)NC(C)C(c1cccs1)N1CCOCC1 (stereo not drawn)	-1.8	-9%	5%	-1%	-1%	4	i	6%	5%
Cc1ccc(OCCCCn2ccnc2C)c(C)c1	-0.8	6%	-4%[0.307 µM]	-5%[0.307 µM]	-1%	8	-6%	-19%	2%
CC1Cc2cc(/C(O)=C3\C(=O)C(=O)N(CCN4CCOCC4)C3c3ccccc3F)ccc2O1 (stereo not drawn)	0.9	-3%	24%	7%	-6%	-7	i	-6%	-6%
CCN1CCN(S(=O)(=O)c2ccc(Cl)c(C(=O)N(C)Cc3ccccc3)c2)CC1	-0.7	-9%	-11%	1%	-14%	7	-56%[inhibitor]	-22%	0%
CN(C(=O)c1cccc(NC(=O)Cc2ccc(NC(=O)C3CCCN(C(=O)C4CCCCC4)C3)cc2)c1)C1CCC1 (stereo not drawn)	0.1	-19%	0%	-19%	-6%	-5	-54%[inhibitor]	-4%	2%
CCCCN(C(=O)c1cc(S(=O)(=O)N2CCCCCC2)ccc1OC)c1ccccc1	-0.3	6%	?	-1%	-5%	3	-22%	-11%	10%
CN(C(=O)COC(=O)c1ccc(Cl)c(S(=O)(=O)NCc2ccccc2)c1)C1CCS(=O)(=O)C1 (stereo not drawn)	-4.3	2%	1%	-24%	1%	-5	-19%	13%	4%
O=C(CSc1nccc(=O)[nH]1)N1c2ccccc2CCc2ccccc21	4.4	2%	15%	-14%	-7%	nt	-8%	8%	0%
CC(=O)c1cc2c(cc1NS(=O)(=O)c1ccc(C)cc1)OCCO2	-0.1	13%	?	?	-10%	5	i	-18%	12%
O=C1/C(=C/c2c[nH]c3ccccc23)CCC/C1=C\c1c[nH]c2ccccc12	8.2	-2%	?	-6%	18%	-23	-18%	36%[activator]	1%
Cc1ccc(CNC(=O)C2CC(c3ccc([N+](=O)[O-])cc3)=NO2)cc1 (stereo not drawn)	0.1	9%	-16%	-11%	-10%	0	-19%	-28%	10%
O=C(C1CCCN1S(=O)(=O)c1cccc2nsnc12)N1CCN(c2ccc(F)cc2)CC1 (stereo not drawn)	-1.8	6%	9%	-6%	-7%	-1	-18%	12%	-4%
Cc1ccc(C(=S)N2CCCCCC2)cc1	0.1	5%	?	-2%	?	-21	i	1%	0%
CCOC(=O)c1sc2nc(CC(=O)OC)nc(N(C)CCc3ccccn3)c2c1C	1.6	-4%	-21%[7.66 µM]	0%[7.66 µM]	-20%	-3	i	-8%	?
CCN(CC)C(C(=O)Nc1ccc(C(C)C)cc1)c1ccc2c(c1)OCO2 (stereo not drawn)	-3.9	-17%	7.1µM*	?	1%	2	-5%	-9%	0%
COC(=O)Nc1ccccc1C(=O)N1CCN(c2ccc(C)cc2)CC1	0.3	-11%	21%	10%	3%	6	-70%[inhibitor]	3%	-1%
CC(=O)c1ccc(N2CCN(S(=O)(=O)c3c(C)[nH]c(=O)[nH]c3=O)CC2)cc1	-5.9	2%	8%	2%	-9%	4	?	12%	-8%
Cc1ccc(S(=O)(=O)N2CCC(C)CC2)cc1[N+](=O)[O-]	-5.4	-1%	29%	18%	-7%	5	i	-21%	4%
Cn1nc(-c2ccccc2)c(CSc2cccc(Cl)c2)c1Cl	0.3	12%	10µM*	-24%	-8%	26	-9%[57.5 µM]	19%	4%
Cc1ccc(S(=O)(=O)N2C[C@H]3n4c(=O)ccc(=O)n4C[C@H](OC(=O)NC4CCCC4)[C@@]3(O)C2)cc1	-3.8	3%	?	-16%	2%	0	-89%[inhibitor]	-25%	-3%
CC(C)(C)c1cccc(OCCCSc2ncccn2)c1	-2.2	6%	0%	-2%	-4%	5	-30%	3%	4%
Nc1ncnc2c1ncn2[C@@H]1O[C@H](CNC(=O)[C@@H](N)Cc2ccccc2)[C@@H](O)[C@H]1O	0.0	1%	4%	-3%	-3%	3	-10%	-18%	1%
Cc1nc(N)ncc1Sc1ccccc1	2.4	-5%	24%	9%	5%	-6	i	9%	9%
Cn1c(Cn2nnc3ccccc32)nnc1SCC(N)=O	0.0	1%	0%	-10%	-12%	nt	-11%[57.5 µM]	0%	-8%
